D2 antagonist: HTS Assay for Allosteric Antagonists of the Human D2 Dopamine Receptor: Primary Screen for Antagonists; D(2) dopamine receptor (Homo sapiens), P14416; hit rate 2% among 340,000; HEK293 TREx D2 cells, calcium flux, dopamine EC80; inhibition, % at 10 µM; in the data active means inhibition above about 30%; further: 0% is about no effect
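Measurement of antagonist activity uses fluorescent calcium dye in inducible HEK293 T-REx D2 cells: 10 s baseline, compound addition with 180 s read, EC80 dopamine addition with a further 180 s read.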
D1 ag: Allosteric Agonists of the Human D1 Dopamine Receptor: qHTS | D(1A) dopamine receptor (Homo sapiens), P21728 | HEK293 T-REx D1 cells, calcium flux, agonist mode | activation, % at 2 µM | hit rate 1% among 360,000; further: 0% is about no effect
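Inducible HEK293 T-REx D1 cells, force-coupled to calcium signalling, were plated at 4000 cells/well with tetracycline and held overnight at 30 C. After no-wash calcium dye loading, compound-evoked calcium rise over 180 s flagged agonists.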
D1 potentiator: Potentiators of Human D1 Dopamine Receptor: qHTS. AID 504651, 2011. HEK293 TREx D1 cells, calcium flux, dopamine EC20 potentiation. D(1A) dopamine receptor (Homo sapiens), P21728. hit rate 0.036% among 360,000. potentiation, % at 10 µM; in the data active means potentiation above about 30%; further: 0% is about no effect
TRHR PAM: qHTS for Small Molecule Agonists and Allosteric Enhancers of Human TRH Receptor: Primary Screen for Enhancers | TRHR cells, fluo-8 calcium fluorescence, EC20 TRH enhancement | enhancement, % at 2 µM | hit rate 0.66% among 360,000 | AID 493056, 2011; in the data active means enhancement above about 30%; further: 0% is about no effect
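TRHR-expressing cells loaded with fluo-8 calcium dye were read kinetically (ex 480/em 530) during compound addition, then stimulated with an EC20 of TRH (10 nM final). Enhancement of the Gq-mediated intracellular calcium response was scored.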
D2 PAM: HTS Assay for Positive Allosteric Modulators of the Human D2 Dopamine Receptor: Primary Screen for Potentiators; D(2) dopamine receptor (Homo sapiens), P14416; hit rate 0.34% among 340,000; potentiation, % at 10 µM; HEK293 T-REx D2, calcium flux, EC20 dopamine potentiation;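 active means potentiation over 3 SD above the plate norm, cut at about 30% in these data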; further: 0% is about no effect
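Tetracycline-induced HEK293 T-REx cells force-coupled to calcium signalling expressed D2; compounds were pin-added after a 10 s baseline, read kinetically 180 s, then an EC20 dopamine challenge followed with a further 180 s calcium read.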
D1 antagonist: Antagonist of Human D 1 Dopamine Receptor: qHTS. D(1A) dopamine receptor (Homo sapiens), P21728. HEK293 TREx D1 cells, calcium flux, dopamine EC80; hits give low values. activity change, negative = inhibition, % at 10 µM. hit rate 3.2% among 360,000. AID 504652, 2011; in the data active means activity change below about -30%; further: on the % scale 0 is the no-effect control and ±100 the full control effect
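Kinetic fluorescence of a calcium dye serves as the read-out. D1-expressing Hek293 Trex cells, induced overnight at 30 C, are exposed to compound for 180 s before an EC80 dopamine addition, then read 180 s further.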
D2 ag: HTS Assay for Allosteric Agonists of the Human D2 Dopamine Receptor: Primary Screen for Agonists; D(2) dopamine receptor (Homo sapiens), P14416; HEK293 T-REx D2 cells, calcium flux agonist mode; activation, % at 2 µM; hit rate 0.53% among 340,000; AID 485358, 2010;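 active means activation over 3 SD above normal in the single-dose calcium agonist read, cut at about 30% in these data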; further: 0% is about no effect
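Agonism scored from kinetic calcium signal (1 read/sec, 180 s) following compound pin transfer, after a 10 s baseline. Cells: HEK293 Trex line expressing inducible D2 receptor coupled to calcium, dye-loaded after overnight culture at 30 C.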
RXFP1 antagonist: qHTS Assay for Antagonists of the Relaxin Receptor RXFP1; Relaxin receptor 1 (Homo sapiens), Q9HBX9; HEK293-RXFP1, relaxin-stimulated cAMP HTRF, 30 min; hits give low values; activity change, negative = inhibition, % at 57.5 µM; hit rate 0.59% among 350,000;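 active means activity change of -60% or lower, but not beyond a set lower limit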; further: on the % scale 0 is the no-effect control and ±100 the full control effect
Target sequence (Q9HBX9 whole entry, looked up): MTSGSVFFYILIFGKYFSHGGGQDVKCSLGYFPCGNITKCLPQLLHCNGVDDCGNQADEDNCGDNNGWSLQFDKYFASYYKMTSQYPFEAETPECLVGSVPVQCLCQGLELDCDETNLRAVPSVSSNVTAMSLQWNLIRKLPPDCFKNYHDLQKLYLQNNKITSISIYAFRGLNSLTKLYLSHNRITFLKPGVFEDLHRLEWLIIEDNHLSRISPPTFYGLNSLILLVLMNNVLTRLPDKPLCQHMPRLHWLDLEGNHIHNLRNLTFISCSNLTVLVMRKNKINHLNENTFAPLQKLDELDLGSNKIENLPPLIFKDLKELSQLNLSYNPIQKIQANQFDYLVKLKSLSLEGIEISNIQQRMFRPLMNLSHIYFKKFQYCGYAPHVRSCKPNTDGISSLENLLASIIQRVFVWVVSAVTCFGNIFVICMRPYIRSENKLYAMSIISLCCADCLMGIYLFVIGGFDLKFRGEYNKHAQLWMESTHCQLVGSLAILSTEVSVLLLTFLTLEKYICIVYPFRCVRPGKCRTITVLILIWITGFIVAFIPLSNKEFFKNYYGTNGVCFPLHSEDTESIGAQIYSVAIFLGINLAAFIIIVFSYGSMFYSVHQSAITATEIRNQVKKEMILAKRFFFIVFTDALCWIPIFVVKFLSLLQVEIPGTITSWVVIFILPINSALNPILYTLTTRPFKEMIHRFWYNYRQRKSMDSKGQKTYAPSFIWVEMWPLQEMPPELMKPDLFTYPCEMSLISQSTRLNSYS
TRHR agonist: qHTS for Small Molecule Agonists and Allosteric Enhancers of Human TRH Receptor: Primary Screen for Agonists. TRHR cells, calcium flux fluo-8, FDSS agonist mode. hit rate 0.18% among 360,000. activation, % at 2 µM; further: 0% is about no effect
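Steps: seed TRHR cells overnight; add fluo-8 no-wash Ca dye, RT 30 min–1.5 h; record 10 s baseline; pin-transfer compounds; monitor fluorescence 1 cycle/s for the agonist window. Calcium increases flag candidate agonists.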
* = called active by the depositor; x = no result given. Unless noted, no stated cut-off is given here; in the data, active means activation above about 30%; inactive means the rest.

Labels used below – A = D2 antagonist; B = D1 ag; C = D1 potentiator; D = TRHR PAM; E = D2 PAM; F = D1 antagonist; G = D2 ag; H = RXFP1 antagonist; I = TRHR agonist
CC(C(=O)Nc1cccc([N+](=O)[O-])c1)[n+]1ccccc1 (stereo not drawn)
  A: 8.2	B: 0.1	C: -0.2	D: 31.3*	E: -8.6	F: -1.6	G: 0.2	H: -5.0	I: 0.5

CC1=CC(=C(C#N)C#N)C=C(C)N1CCN1CCN(C(=O)Nc2ccc(Cl)c(Cl)c2)CC1
  A: x	B: -0.1	C: -4.7	D: 0.6	E: x	F: -5.2	G: x	H: -8.7	I: 0.8

CCC(C(=O)O/N=C(\N)c1ccccc1)c1ccccc1 (stereo not drawn)
  A: x	B: 3.6	C: 0.0	D: -7.5	E: x	F: -4.9	G: x	H: -10.6	I: 0.5

COc1ccc(N(CC(=O)Nc2nc3ccc(C)cc3s2)S(=O)(=O)c2c(C)nn(C)c2C)cc1
  A: 21.8	B: 5.1	C: -5.3	D: 9.7	E: 1.3	F: -2.8	G: 1.3	H: -4.1	I: 1.3

CCSc1nc2c([nH]c3ccccc32)c(=O)n1-c1ccc(OC)cc1
  A: x	B: 1.9	C: -5.7	D: -1.8	E: -4.5	F: -0.7	G: 0.8	H: x	I: 0.4

CC[C@@H](C(=O)[C@@H](C)[C@@H](O)[C@H](C)CCc1ccc(C)c(O)c1C(=O)O)[C@H]1O[C@](CC)([C@H]2CC[C@](O)(CC)[C@H](C)O2)C[C@@H]1C
  A: 48.9*	B: 207.2*	C: 4.5	D: 40.2*	E: -20.5	F: -64.4*	G: 15.1	H: x	I: 99.9*

Cc1ccc2c(c1)-c1c(cnc3cc(-c4ccc(Cl)cc4)nn13)CO2
  A: x	B: -1.2	C: -3.6	D: 7.7	E: x	F: 5.6	G: x	H: x	I: -0.3

Cc1ccc(N(CC(=O)Nc2ccc(F)cc2F)S(=O)(=O)c2cccs2)cc1
  A: x	B: 8.2	C: -0.3	D: -0.8	E: 6.4	F: -8.7	G: 0.7	H: x	I: 0.3

O=S(=O)(c1ccccc1)N(Cc1cccc(F)c1)c1ccccc1
  A: x	B: 16.3	C: -8.4	D: -2.7	E: x	F: -30.7*	G: x	H: -4.4	I: 0.1

CCOc1ccc(CN(CCC#N)C(=S)NC(=O)c2ccccc2)cc1
  A: x	B: 1.1	C: 0.3	D: -10.8	E: x	F: -8.5	G: x	H: -2.5	I: 0.2

COC(=O)Nc1nc2ccc(SC(C)C)cc2[nH]1
  A: -4.4	B: -0.6	C: -1.1	D: 17.5	E: -1.2	F: 8.9	G: 0.2	H: x	I: -0.6

Clc1cccc(CN2CCC(Cc3ccccc3)CC2)c1
  A: x	B: 6.0	C: -5.2	D: 2.6	E: x	F: 11.1	G: x	H: -6.7	I: -0.5

O=C(Nc1ccc2oc(-c3ccccc3)nc2c1)C1CCCO1 (stereo not drawn)
  A: -4.7	B: 3.4	C: 0.6	D: 15.6	E: 4.1	F: 7.7	G: 0.2	H: -8.4	I: 0.3

COC(=O)CN1C(=O)Nc2ccc(C)cc2C1c1ccccc1 (stereo not drawn)
  A: 7.3	B: 2.1	C: 0.1	D: -1.8	E: 0.7	F: 2.0	G: 0.3	H: 4.3	I: 0.4

Cc1nc2ccccc2c(=O)n1/N=C/c1cccnc1
  A: -0.9	B: 0.7	C: 13.5	D: 1.0	E: 2.8	F: -0.8	G: 0.4	H: 3.1	I: -0.2

Additional entries:
Labels used below – A = D2 antagonist; B = D1 ag; C = D1 potentiator; D = TRHR PAM; E = D2 PAM; F = D1 antagonist; G = D2 ag; H = RXFP1 antagonist; I = TRHR agonist
Cc1ccc(-n2nc(C)c3c(=O)[nH]c(C(F)(F)F)nc32)cc1
  A: -5.6	B: 2.0	C: 4.7	D: -8.0	E: 3.7	F: 14.6	G: 0.6	H: x	I: 0.1

S=P(c1ccc(N2CCOCC2)cc1N1CCOCC1)(N1CCOCC1)N1CCOCC1
  A: 19.7	B: 0.1	C: -0.7	D: 4.9	E: 3.1	F: -11.9	G: 1.1	H: -28.8	I: 0.3

c1ccc2c3n(nc2c1)CCCCO3
  A: 13.7	B: -3.5	C: 3.1	D: 5.0	E: 7.5	F: x	G: 0.3	H: x	I: -0.1

O=C(Cn1nnc(-c2cccc(C(F)(F)F)c2)n1)NC(=O)NCc1ccco1
  A: 3.4	B: -1.2	C: -0.2	D: 0.6	E: 6.4	F: -3.2	G: 0.3	H: -10.6	I: -1.6

O=C(c1ccc(F)cc1)n1cc(C(=S)N2CCOCC2)c2ccccc21
  A: -31.2	B: 0.0	C: 8.3	D: 21.6	E: 4.7	F: -30.2*	G: 1.5	H: -9.7	I: 0.1

COc1ccc(-c2c(C#N)c(N)nc3c2CCCCCC3)cc1OC
  A: 1.7	B: 0.4	C: -1.1	D: 6.2	E: 7.3	F: -2.0	G: 4.6	H: -19.8	I: 0.3

Cc1cc(C(=O)CSc2nc(N)cc(=O)[nH]2)c(C)n1-c1cccc(F)c1
  A: 13.9	B: 1.4	C: -1.8	D: -3.0	E: -4.5	F: 7.1	G: -0.7	H: 2.9	I: 0.9

COc1cc(OC)cc(C(=O)NCCOc2ccccc2)c1
  A: 12.6	B: 0.3	C: -2.6	D: -5.1	E: -9.9	F: 8.3	G: -0.6	H: 1.6	I: -0.7

COc1ccc(N2CCN(C(=O)CN3C(=O)NC(C)(C4CC4)C3=O)CC2)cc1 (stereo not drawn)
  A: -9.8	B: 0.0	C: 4.5	D: -5.1	E: 3.5	F: -12.9	G: 0.9	H: -3.5	I: 0.1

Cc1ccccc1C(=O)N1CCC(C(=O)OCc2ccccc2Cl)CC1
  A: 15.9	B: 8.8	C: -2.9	D: 2.4	E: -5.6	F: -14.3	G: 0.0	H: -2.4	I: -0.6

CCc1ccc(NC(=O)CSc2nccn(-c3ccc4c(c3)OCCO4)c2=O)cc1
  A: -10.6	B: 12.9	C: -7.0	D: 1.8	E: -1.4	F: -1.6	G: 0.3	H: -22.1	I: -0.4

CCOc1ccccc1CN1CCCC(C(=O)Nc2cccc(-n3cccn3)c2)C1 (stereo not drawn)
  A: 5.8	B: 49.3*	C: -11.9	D: 4.1	E: 12.7	F: -63.8*	G: -0.7	H: -18.5	I: -0.4

NC(=O)C1CCN(C(=O)c2ccc(CS(=O)(=O)c3c(Cl)cccc3Cl)o2)CC1
  A: x	B: 2.3	C: -1.1	D: -4.9	E: 7.8	F: 9.8	G: x	H: x	I: 0.4

CC(=O)NCCNC(=O)c1ccc2c(=O)n(CCc3ccccc3)c(=O)[nH]c2c1
  A: x	B: -0.3	C: -1.6	D: 5.7	E: 12.8	F: -66.8*	G: x	H: x	I: 0.2

Cc1[nH]c(=O)c(C(=O)c2cc(Cl)ccc2O)cc1C(=O)O
  A: -4.1	B: -0.2	C: 2.9	D: -1.5	E: 6.0	F: 0.7	G: 1.8	H: 6.0	I: 0.2

More structures:
Labels used below – A = D2 antagonist; B = D1 ag; C = D1 potentiator; D = TRHR PAM; E = D2 PAM; F = D1 antagonist; G = D2 ag; H = RXFP1 antagonist; I = TRHR agonist
Cc1ccc(C(=O)NCCNC(=O)CN2CCCC2)cc1
  A: 2.3	B: 1.5	C: 0.2	D: 20.7	E: -0.4	F: -8.7	G: 0.5	H: 8.8	I: 0.3

CCC(C)Nc1ccc(NC(C)CC)cc1 (stereo not drawn)
  A: -9.8	B: -2.1	C: 0.8	D: 24.6	E: -0.3	F: x	G: 1.1	H: x	I: 0.3

CCOC(=O)Cn1cnc2c(sc3nc(C)cc(C)c32)c1=O
  A: -9.0	B: 3.9	C: -2.1	D: 2.0	E: -6.4	F: -0.4	G: 0.6	H: 5.5	I: 0.8

CCCCCCC(=O)Nc1ccc(Br)cn1
  A: -4.2	B: 1.8	C: 5.0	D: -5.9	E: -4.0	F: 13.9	G: -1.9	H: 5.3	I: -0.3

Cc1cccc(NS(=O)(=O)c2cccc(C(=O)N3CCCCCC3)c2)c1
  A: -0.3	B: 7.7	C: -1.3	D: -0.6	E: 11.5	F: 10.9	G: 0.3	H: 5.3	I: -0.2

CN(CC(=O)Nc1cccc(F)c1)C(=O)CC1CCCC1
  A: x	B: 2.4	C: -1.6	D: 1.4	E: x	F: -1.7	G: x	H: -5.7	I: 0.2

CCc1cc(C(=O)Nc2nc(-c3ccccn3)cs2)sc1C
  A: -10.9	B: 0.3	C: -5.3	D: 0.4	E: 4.8	F: -2.6	G: 0.1	H: -5.6	I: -0.2

COc1ccc(-c2cc3c(=O)n(CC(=O)NCc4ccccc4F)ncn3n2)cc1
  A: 9.4	B: 3.3	C: -3.6	D: -0.7	E: -3.1	F: -4.6	G: 0.5	H: 5.3	I: 0.7

O=C(Nc1ccc(F)c(Cl)c1)Nn1cnnc1
  A: 3.5	B: 7.6	C: -7.7	D: 0.6	E: -2.7	F: -5.9	G: 0.2	H: x	I: 0.5

CCOC(=O)N1CCN(C(=O)CN(c2ccccc2OC)S(=O)(=O)c2ccc(OC)cc2)CC1
  A: x	B: 1.5	C: -4.8	D: -1.7	E: 1.7	F: -10.2	G: x	H: -0.9	I: -1.1

Cc1ccc(NC(=O)C2CCCN(S(=O)(=O)c3ccc(F)cc3)C2)cc1 (stereo not drawn)
  A: x	B: -1.0	C: -2.3	D: 0.1	E: 13.1	F: -15.0	G: -0.6	H: -24.2	I: 0.6

COC(=O)c1cccc(/C=N/NC(N)=S)c1O
  A: -26.5	B: -0.3	C: -2.5	D: -3.4	E: 4.7	F: -28.1	G: -0.8	H: -4.3	I: 1.8

CC12CCC(C(=O)O)(c3nc4cc([N+](=O)[O-])ccc4nc31)C2(C)C (stereo not drawn)
  A: 4.0	B: 1.1	C: 3.5	D: 1.3	E: 6.6	F: -17.8	G: 0.6	H: 11.1	I: 0.1

COC(=O)c1cc(COC(=O)c2nc3nc(C)cc(C)n3n2)oc1C
  A: 2.6	B: 1.1	C: -15.6	D: -7.8	E: -2.8	F: 0.5	G: 10.6	H: x	I: -0.7

CCOC(=O)c1[nH]c2ccc(OC)cc2c1NC(=O)c1nonc1C
  A: -6.4	B: 1.1	C: -2.6	D: -10.4	E: -2.4	F: 0.9	G: 3.0	H: -6.3	I: -1.4

Cn1c2ccccc2c2ncn(Cc3ccco3)c(=O)c21
  A: 2.6	B: -0.3	C: 2.9	D: -15.9	E: 1.5	F: -10.1	G: 0.7	H: -7.1	I: -0.1

Screening results from PubChem.
